Assay outcomes as filed in PubChem.
AID2073: inhibitors of Mint1-CaV2.2 protein interaction, biochemical, HTRF (AID 2073). HTRF protein-protein interaction, Mint1-CaV2.2; higher % means a stronger effect. inhibition, % at 20 µM, or IC50 in µM where a hit was titrated. 0.19% of 290,000 active; in the data active = inhibition mostly above about 51%, no sharp cut-off; inconclusive = no clear call, values can overlap the other calls; inactive = mostly below about 53%; note: some results filed as inactive read as strong as hits
Dengue-2 NS5 capping: flavivirus cap methylation enzyme inhibition – biochemical, confirmation dose response, primary screen (AID 588689); one-dose inhibition, % at 25 µM; IC50 in µM for titrated hits; Dengue-2 NS5 methyltransferase capping enzyme assay, biochemical; higher % means a stronger effect; 0.3% of 340,000 active; in the data active = a potency from the dose series; inconclusive = inhibition above about 29% without an active follow-up result
Siah-1 displacement: Siah-1 peptide-binding antagonists, primary screen, biochemical, fluorescence polarization, rhodamine-plectin, uHTS (AID 1817) | Siah-1 / rhodamine-plectin peptide fluorescence polarization; higher % means a stronger effect | displacement, % at 20 µM; hits with a dose series show IC50 in µM | 0.02% of 290,000 active;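 active = displacement of at least 50% at 20 µM, with a fluorescence ratio check between 0.3 and a set limit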;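 note: plate controls were Siah plus tracer with DMSO for no effect and tracer alone without Siah for full effect; strong numbers were not always called active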
SV40 large T antigen: TAg ATPase/helicase activity blockers – biochemical (AID 1903); inhibition, % at 20 µM, or IC50 in µM where a hit was titrated; SV40 large T antigen ATPase/helicase inhibition assay; higher % means a stronger effect; 0.39% of 310,000 active; in the data active = a potency from the dose series; inconclusive = inhibition mostly from about 32% at the one dose, without a potency; inactive = the rest, 99 in 100 with inhibition below about 32%; note: strong numbers were not always called active
West Nile virus CPE: inhibition of WNV-induced cytopathic effect – cell-based, CPE readout (AID 1621) | 0.02% of 290,000 active | CPE inhibition, % at 10 µM, or IC50 in µM where a hit was titrated | West Nile virus-infected cells, CPE inhibition; higher % means a stronger effect; in the data active = a potency from the dose series; inconclusive = CPE inhibition mostly from about 3.7% at the one dose, without a potency; inactive = the rest, 99 in 100 with CPE inhibition below about 2.2%; note: strong numbers were not always called active
RSV antiviral HEp-2: RSV antiviral activity via CPE protection, HEp-2 cells, primary 10 µM value included (AID 2391); HEp-2 cells, RSV-induced CPE inhibition; higher % means a stronger effect; CPE inhibition, % at 10 µM, or IC50 in µM where a hit was titrated; 0.13% of 310,000 active; in the data active = a potency from the dose series; inconclusive = CPE inhibition mostly from about 23% at the one dose, without a potency; inactive = the rest, 99 in 100 with CPE inhibition below about 21%; note: strong numbers were not always called active
K1F lysis inhibition: protection from phage-mediated lysis, alamar blue read-out – E. coli UTI89, K1F phage, bacterial capsule biogenesis inhibitors (AID 488966); E. coli UTI89 K1F phage lysis, alamar blue, 2 h; higher % means a stronger effect; inhibition, % at 100 µM; hits with a dose series show IC50 in µM; 0.02% of 340,000 active;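 active = phage lysis inhibition, versus mean bacterial control, above a set limit; inconclusive = no clear call, values can overlap the other calls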;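 note: capsule biogenesis inhibitors block K1F phage lysis so surviving cells raise fluorescence; higher fluorescence means more inhibition of phage lysis; actives were called in the ten point dose series up to 300 µM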
NTR1 agonist: agonists of NTR1, primary screen, imaging, U2OS cells, beta-arrestin-GFP, high content (AID 493036); NTR1-U2OS beta-arrestin-GFP spot imaging, agonist mode; activation, % at 20 µM; 0.17% of 330,000 active;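 active = activation at or above 40% of the spot to cytoplasm intensity ratio, with at least 20 cells analyzed; inconclusive = wells under 20 cells, flagged as cytotoxic or low count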;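 note: 0% = DMSO without peptide and 100% = 100 nM NTR1 peptide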
Target sequence (P30989 whole entry, looked up): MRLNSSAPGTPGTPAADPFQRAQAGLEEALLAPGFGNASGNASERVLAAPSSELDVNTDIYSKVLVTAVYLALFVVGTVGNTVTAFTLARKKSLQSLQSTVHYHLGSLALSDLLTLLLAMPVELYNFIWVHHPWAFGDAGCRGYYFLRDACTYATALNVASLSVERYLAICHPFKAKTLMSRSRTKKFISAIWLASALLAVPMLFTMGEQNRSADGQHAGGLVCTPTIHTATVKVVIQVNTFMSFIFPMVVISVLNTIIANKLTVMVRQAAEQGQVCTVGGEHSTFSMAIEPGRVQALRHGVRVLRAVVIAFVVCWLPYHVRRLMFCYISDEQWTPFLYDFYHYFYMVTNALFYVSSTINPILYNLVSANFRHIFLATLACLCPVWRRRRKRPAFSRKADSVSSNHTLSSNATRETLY
Rac1 GTP hydrolysis: MgcRacGAP GTPase-activating activity inhibitors, confirmation, biochemical, ADP Hunter fluorescence; MgcRacGAP-stimulated Rac1 GTP hydrolysis, ADP Hunter fluorescence; higher % means a stronger effect; GST-tagged Rac1 F28L mutant substrate; one-dose inhibition, % at 30 µM; IC50 in µM for titrated hits; 0.6% of 340,000 active; AID 624330;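 active = first-screen hits whose inhibition reached a set limit at any dose in the follow-up dose series; inconclusive = inhibition above the set first-screen limit but never retested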;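 note: fluorescence reports GDP produced by GAP-driven GTP hydrolysis; strong numbers were not always called active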
NTR1 agonist cell count 20 µM: recorded beside NTR1 agonist, whose call it bears; cell count; measured here: cell count, cytotoxicity flag
Dengue-2 NS5 capping pilot replicate: also measured in Dengue-2 NS5 capping; calls as there; inhibition, %; measured here: pilot screen replicate inhibition
* = called active by the depositor; i = inactive; ? = inconclusive; / = not tested or not shown; [ ] = dose if it differs, or a comment.

SMILES	AID2073	Dengue-2 NS5 capping	Siah-1 displacement	SV40 large T antigen	West Nile virus CPE	RSV antiviral HEp-2	K1F lysis inhibition	NTR1 agonist	NTR1 agonist cell count 20 µM	Rac1 GTP hydrolysis	others
COC(=O)c1c(CCl)noc1C(=O)NCC1CCCO1 (stereo unspecified)	1%	-6%	-5%	9%	0.1%	-0.3%	0.4%	-4.3	84	4%
Cc1ccc(SCC(=O)OCC(=O)N(C)CC(=O)Nc2ccccc2Cl)cc1C	6%	-3%	1%	6%	0.3%	1.2%	-0.2%	0.1	92	3%
CCc1nn(C(CC)C(=O)NCCCN2CC(C)CC(C)C2)c(=O)c2cc3oc(C)cc3n12 (stereo unspecified)	7%	6%	8%	12%	-0.1%	1.3%	0.0%	-0.1	76	-3%
O=C(NC1CCCC1)C(=O)N(Cc1cccnc1)C(C(=O)NCC1CCCO1)c1ccco1 (stereo unspecified)	5%	4%	1%	4%	-0.2%	-1.7%	0.2%	0.9	45	-4%
CC(C)OCc1c(C(=O)OC/C(O)=C(\C#N)c2nc3ccccc3[nH]2)oc2ccccc12	42%	-6%	0%	6%	0.2%	-0.2%	i	1.1	51	4%
CCC(=NCCc1c(C)[nH]c2ccc(C)cc12)C1=C(O)CC(c2ccccc2)CC1=O (stereo unspecified)	13%	-7%	-2%	11%	-0.5%	15%	0.4%[50 µM]	5.3	74	2%
CC(/C=C/c1ccccc1)=N\NC(=O)c1ccc2c(c1)OCCO2	-3%	-1%	-10%	8%	-0.1%	1.5%	1.2%	-0.3	60	4%
O=C1NC(c2ccc(-c3ccccc3[N+](=O)[O-])o2)C(C(=O)c2ccccc2)C(O)(C(F)(F)F)N1 (stereo unspecified)	-10%	4%	11%	14%	0.0%	1.4%	0.3%	2.0	87	11%
COc1ccccc1C(=O)Nc1ccc(OCc2nnc3c4ccccc4c(C)nn23)cc1	38%	-16%	1%	8%	0.5%	?	0.0%	2.0	80	12%
Cc1cccc(C(=O)NCCNc2nc3cc(C)c(C)cc3cc2C)c1	8%	-8%	-3%	8%	-1.5%	-3.9%	-0.7%	11	78	10%
COc1ccc(OC)c(S(=O)(=O)n2nnc3cc(Cl)ccc32)c1	19%	-5%	0%	3%	-0.1%	1.8%	0.2%	0.4	47	8%
O=C(NS(=O)(=O)c1ccccc1Cl)c1ccc[nH]1	11%	/	-1%	10%	0.8%	2.0%	/	0.1	65	/
CCOC(=O)NN1C(=O)c2ccccc2NC12CCCC2	19%	-12%	3%	4%	-0.3%	1.6%	-0.5%	0.8	32	-3%
Cc1nc2c(ccc3nc(NC(=O)Cc4ccccc4)sc32)s1	2%	-3%	4%	10%	/	-0.5%	-0.9%	-3.8	70	7%
CCOC(=O)C1(S(=O)(=O)c2ccc(Cl)cc2)CCN(Cc2ccc(Cl)cc2)CC1	10%	-10%	5%	3%	-0.9%	8.0%	-0.1%	3.8	84	6%	Dengue-2 NS5 capping pilot replicate=-0.6
COc1cc(/C=C/C(=O)OCC(=O)N2CCOCC2)ccc1OCC#N	4%	-2%	-1%	14%	-0.5%	4.2%	0.5%	0.6	57	8%
COc1ccc(N2CCN(CC(=O)Nc3ccccc3C(=O)NCc3ccccc3)CC2)cc1	/	-7%	/	/	/	1.7%	-0.2%[50 µM]	-0.2	57	23%
CN(C)C1=C(Cl)C(=O)N(c2ccc(Cl)c(Cl)c2)C1=O	18%	27%	8%	10%	0.0%	0.5%	0.0%	2.1	54	-2%
Cc1ccc(-c2noc(COc3ccc4c(c3)OCO4)n2)cc1	10%	-3%	3%	8%	-0.3%	1.4%	0.1%	2.3	35	9%
CCc1nc2ccc(C(=O)NC3CCC(C)CC3)cc2nc1CC (stereo unspecified)	4%	-5%	1%	13%	0.0%	9.5%	0.2%	2.8	50	13%
O=C(CSc1ccc(-c2cccs2)nn1)Nc1ccccc1	-7%	-5%	-9%	5%	-0.4%	18%	-0.2%	0.0	55	-4%
O=Cc1ccc(N2CCCCC2)cc1	-2%	-7%	0%	17%	1.4%	0.4%	-0.7%	1.9	36	2%
N#Cc1ccccc1CSc1nc2ncc(Br)cc2[nH]1	-3%	1%	-5%	2%	-0.1%	-0.9%	0.0%	-1.0	48	14%
Cc1cccc(N/C(N)=N/c2nc3c(c(=O)[nH]2)CCCC3)c1	-5%	-7%	2%	3%	0.0%	1.8%	0.4%	-0.6	67	5%
CCOC(=O)C1(CCOc2ccccc2)CCN(Cc2ccc(NC(C)=O)cc2)CC1	-8%	-1%	-3%	0%	-1.2%	2.9%	0.1%	-0.3	82	8%
CCc1ccc(NC(=O)C(=O)NCC2CCCO2)cc1 (stereo unspecified)	-6%	-5%	2%	8%	0.0%	3.2%	-0.3%	-1.5	28	-5%
FC(F)(F)c1ccc(N2CCOCC2)c(Nc2nc3ccccc3n3cnnc23)c1	20%	-16%	-4%	-11%	0.6%	-3.6%	-0.7%	45*	71*	10%
O=C(CN1C(=O)COc2ccc(S(=O)(=O)N3CCCCC3)cc21)NCc1ccc(Cl)cc1	-1%	1%	2%	11%	0.0%	4.3%	2.2%	2.1	66	0%
Cc1cc(C)cc(NC(=O)N2CCC(NC(=O)c3ccco3)CC2)c1	-11%	-4%	3%	2%	-0.4%	1.4%	0.1%	3.7	56	4%
COc1cccc(C(=O)Nc2ccc(C)cc2)c1	1%	-9%	2%	2%	-0.3%	3.1%	1.1%	1.6	81	-1%
COc1ccc2c(c1)CCC1C2=NN(/C(C)=C/C(C)=O)C1c1cccc(F)c1 (stereo unspecified)	4%	-22%	2%	3%	-1.6%	0.7%	0.3%	-1.6	57	5%
N#CCCN(Cc1ccccc1)C(=S)Nc1ccc(F)cc1	-2%	/	-5%	7%	0.3%	-1.8%	/	0.1	49	/
COc1cc(/C=C/C(=O)OCC(=O)Nc2cc(C(F)(F)F)ccc2N2CCOCC2)ccc1O	17%	-7%	5%	7%	-0.7%	0.9%	4.0%	6.8	47	16%
CCOC(=O)c1cnc2ccc(Cl)cc2c1Nc1ccc(S(=O)(=O)Nc2ncccn2)cc1	7%	1%	-6%	7%	1.5%	0.9%	4.3%	-0.7	38	-1%
CCCCC1=CC2=CC(=O)C(C)(OC(=O)CC)C(=O)C2=CN1CCCCO (stereo unspecified)	6%	13%	-3%	19%	0.1%	0.9%	0.8%	-1.3	74	8%
CC1(C(=O)O)CCC(C(N)=O)C1(C)C (stereo unspecified)	-7%	-6%	0%	13%	0.1%	0.0%	0.3%	2.2	66	5%
O=C(Nc1ccccc1)C1CCN(C(=O)c2ccc(Br)cc2)CC1	-6%	-1%	-4%	15%	-0.9%	2.7%	-0.2%	0.8	63	6%
CCOc1ccc(-c2c(C)n([O-])c3c([n+]2=O)CCCC3)cc1	3%	-13%	0%	2%	?	4.8%	0.7%	-0.4	59	6%
Cn1cnc([N+](=O)[O-])c1Sc1ccc(Br)cc1	-1%	-11%	-1%	3%	0.9%	4.1%	0.4%	-1.5	77	10%
Cn1c(=O)n(Cc2ccccc2F)c2ccccc21	-1%	-5%	-1%	9%	1.3%	3.9%	0.5%	-1.7	91	4%
CCOCCOc1cccc(C(=O)NC(C)c2ccc3ccccc3c2)c1 (stereo unspecified)	-2%	2%	-1%	15%	-0.6%	0.4%	0.5%	1.5	64	0%
Clc1ccc(OCCCNCc2ccccc2)c2ccccc12	19%	-6%	4%	9%	-1.4%	-2.5%	-0.4%	20	47	31%
COc1ccc(NS(=O)(=O)c2cccc(C(=O)Nc3cccc(C(=O)O)c3)c2)cc1	-14%	-7%	3%	2%	0.1%	-0.2%	0.2%	-1.3	41	12%
O=C(NC1CC1)c1nc(Cn2ccc([N+](=O)[O-])n2)no1	2%	-9%	-1%	-2%	-0.6%	-0.1%	0.1%	1.6	58	8%
CCCNC(=O)CS(=O)Cc1nc(-c2ccc(OC)cc2)oc1C (stereo unspecified)	10%	-9%	0%	3%	0.0%	-0.4%	0.5%	0.3	73	6%
O=C(NNc1ncnc2c1cnn2-c1ccc(F)cc1)c1ccco1	10%	3%	14%	31%	0.3%	3.5%	1.1%[50 µM]	-0.9	50	9%
O=C(CN1C(=O)c2cccnc2Oc2ccc(Cl)cc21)NC1CCCC1	10%	-5%	1%	16%	-0.8%	2.0%	-0.8%	-1.0	63	8%
Cc1c(C)n(CC(O)CNc2ccccc2)c2ccccc12 (stereo unspecified)	-7%	-12%	0%	3%	-1.6%	11%	-1.5%	5.0	60	21%
CCN(Cc1ccncc1)C(=O)Cc1cccs1	7%	/	-3%	10%	-0.2%	-0.1%	i	0.5	58	8%
CCCCn1c(N)c(N(CCOC)C(=O)CCCc2cccs2)c(=O)[nH]c1=O	/	-10%	/	24%	/	-0.4%	2.4%[50 µM]	-0.5	60	4%
Cc1ccc(C(=O)N2CCC(C(=O)NCc3cccnc3)CC2)cc1	1%	-4%	1%	1%	-0.4%	1.2%	-0.2%	0.8	99	-5%

Ordered by length of the SMILES (low to high): some entries from above.
SMILES	AID2073	Dengue-2 NS5 capping	Siah-1 displacement	SV40 large T antigen	West Nile virus CPE	RSV antiviral HEp-2	K1F lysis inhibition	NTR1 agonist	NTR1 agonist cell count 20 µM	Rac1 GTP hydrolysis	others
Cn1c(=O)n(Cc2ccccc2F)c2ccccc21	-1%	-5%	-1%	9%	1.3%	3.9%	0.5%	-1.7	91	4%
CCc1ccc(NC(=O)C(=O)NCC2CCCO2)cc1 (stereo unspecified)	-6%	-5%	2%	8%	0.0%	3.2%	-0.3%	-1.5	28	-5%
O=C(NS(=O)(=O)c1ccccc1Cl)c1ccc[nH]1	11%	/	-1%	10%	0.8%	2.0%	/	0.1	65	/
Cc1nc2c(ccc3nc(NC(=O)Cc4ccccc4)sc32)s1	2%	-3%	4%	10%	/	-0.5%	-0.9%	-3.8	70	7%
CCCCn1c(N)c(N(CCOC)C(=O)CCCc2cccs2)c(=O)[nH]c1=O	/	-10%	/	24%	/	-0.4%	2.4%[50 µM]	-0.5	60	4%
CCOC(=O)C1(CCOc2ccccc2)CCN(Cc2ccc(NC(C)=O)cc2)CC1	-8%	-1%	-3%	0%	-1.2%	2.9%	0.1%	-0.3	82	8%
CCOC(=O)C1(S(=O)(=O)c2ccc(Cl)cc2)CCN(Cc2ccc(Cl)cc2)CC1	10%	-10%	5%	3%	-0.9%	8.0%	-0.1%	3.8	84	6%	Dengue-2 NS5 capping pilot replicate=-0.6
